DENV2 CPE rescue – protects cells from dengue virus 2 cytopathic effect; 350,000 tested, 1.7% active; CPE inhibition, % at 9.99 µM; DENV2-infected cells, cytopathic effect rescue, plate reader; in the data active = CPE inhibition above about 20%, passing the limit was not always enough; inconclusive = no clear call, values can overlap the other calls; tested in BHK-21 cells;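 note: 0% = median of neutral control wells and 100% = median of positive control wells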
XiGFP reactiv – activators of X-chromosome reactivation in mouse fibroblasts | activation, % at 7.58 µM | AID 743238 | XiGFP mouse fibroblasts, % GFP-positive cells imaging, 3 d; cells co-treated with 5-aza-dC sensitizer; scaled so ellipticine positive control = 100% | 360,000 tested, 0.055% active;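 active = mean normalized replicate activation at least 10% and every replicate at or above 10%; inconclusive = only one of the two criteria met; inactive = mean below 10% and not all replicates reach 10%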;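 note: 0% = median of on-plate neutral control wells and 100% = ellipticine 6 µM median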
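System: 68-5-11 XiGFP fibroblast line | Buffer or medium: DMEM containing 5-aza-dC | Compound: Single point | Times: Compounds 3 days, fix/stain 15 min at room temperature | Benchmarks: Positive control ellipticine, 6 µM final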
RAD52 inh – RAD52 (human) annealing inhibition; P43351; recombinant RAD52 DNA annealing, FRET fluorescence; inhibition, % at 18.7 µM; 360,000 tested, 0.46% active; AID 651710;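 active = every replicate showing at least 50% inhibition; inconclusive = mean inhibition at least 50% but not in every replicate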
GSIS activator – GLuc luminescence reporter in INS-1E cells, primary screen for activators of glucose-dependent secretion of insulin. INS-1E GLuc reporter insulin secretion, 2-3 h. activation, % at 16.6 µM. 370,000 tested, 0.61% active;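 active = lowest replicate activation of at least 40%, so every replicate reaches that level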;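 note: 0% = median of neutral control wells and 100% = median of IBMX positive control wells; some compounds called inactive have numbers as strong as hits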
F508del corr – correctors of CFTR F508del function in bronchial epithelial cells. CFBE cells, YFP halide quenching; stimulated with forskolin plus potentiator P3; % fluorescence drop versus neutral controls. activity (quench increase), % at 7.58 µM. 350,000 tested, 0.36% active. AID 720511;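 active = mean added fluorescence quench of at least 8% versus neutral control, with both replicates also reaching 8%; inconclusive = only one of the mean or replicate conditions met; inactive = mean below 8% and not both replicates reaching 8%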;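 note: cells transiently co-express mutant CFTR-F508del with the halide-sensitive YFP; corrector assay measuring rescue of mutant channel to the surface after 24 h compound exposure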
Casp6 inh – caspase-6 (human) enzyme inhibition | P55212 | purified caspase-6, Z-VEID-R110 cleavage fluorescence | inhibition, % at 12.5 µM | 350,000 tested, 0.53% active;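 active = mean inhibition across replicates at least about 35%, with every replicate also reaching that limit, limit read from the data; inconclusive = only one of the two criteria met; inactive = neither criterion met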;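 note: 0% = median of neutral control wells and 100% = no fluorescence left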
RAD54 inh – inhibitors of human RAD54 branch migration. inhibition, % at 10.4 µM. Q92698. AID 602329. 360,000 tested, 0.14% active. RAD54 Holliday junction branch migration, FAM/BHQ fluorescence;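 active = mean normalized replicate activity at least 40 and at least half of replicates scoring 40 or more; inconclusive = only one of the two criteria met; inactive = mean below 40 and under half of replicates reaching 40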;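 note: 0% = median of neutral control wells and 100% = median of positive control wells; inhibitors cause a drop in the FAM fluorescence signal; in these data hits start at about 50%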
E-selectin induc – E-selectin induction on HUVECs; HUVEC E-selectin immunofluorescence imaging; normalized: neutral wells 0, TNF-alpha wells 100; activation, % at 7.58 µM; 260,000 tested, 0.37% active; AID 686992;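 active = mean E-selectin-positive cell signal at least 10% of the positive control, reached in at least 60% of replicates, without over 20% cell loss; inconclusive = no rule given, readout overlaps actives, possibly toxicity-flagged; inactive = the rest, including those meeting only one limit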;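 note: in these data hits start at about 27%; measured in HUVEC primary endothelial cells; signal is the percent of cells scored E-selectin positive by PE staining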
Target sequence (P16581 whole entry, looked up): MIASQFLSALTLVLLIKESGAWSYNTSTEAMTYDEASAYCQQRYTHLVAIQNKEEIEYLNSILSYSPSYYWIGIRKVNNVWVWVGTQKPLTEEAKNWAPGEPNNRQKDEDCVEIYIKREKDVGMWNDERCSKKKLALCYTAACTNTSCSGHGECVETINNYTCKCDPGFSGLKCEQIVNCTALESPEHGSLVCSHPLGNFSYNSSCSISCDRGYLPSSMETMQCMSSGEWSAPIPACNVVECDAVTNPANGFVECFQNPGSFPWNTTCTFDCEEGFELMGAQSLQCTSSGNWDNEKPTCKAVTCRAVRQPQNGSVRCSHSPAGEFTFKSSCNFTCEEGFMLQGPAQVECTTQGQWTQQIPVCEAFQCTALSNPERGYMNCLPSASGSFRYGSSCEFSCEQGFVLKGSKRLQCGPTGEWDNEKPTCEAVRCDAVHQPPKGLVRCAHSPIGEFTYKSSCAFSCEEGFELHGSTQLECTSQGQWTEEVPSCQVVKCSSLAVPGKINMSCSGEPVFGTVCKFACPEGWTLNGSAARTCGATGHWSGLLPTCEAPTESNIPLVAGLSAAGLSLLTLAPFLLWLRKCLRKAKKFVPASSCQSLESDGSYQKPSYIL
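Test system: HUVEC | Signal: Immunofluorescence imaging | Read-out: Percent E-selectin-positive cells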
* marks the source's active call; other numbers are inactive results; u = inconclusive; x = no result given.

Short keys – A = DENV2 CPE rescue; B = XiGFP reactiv; C = RAD52 inh; D = GSIS activator; E = F508del corr; F = Casp6 inh; G = RAD54 inh; H = E-selectin induc
> Cc1cc2c(NC(=O)Nc3ccc(C(F)(F)F)cc3)cccc2nn1
  A = 5.9; B = 0.3; C = -1.6; D = -42.0; E = -2.6; F = 53.8*; G = x; H = 3.2
> NCC(=O)N1CCC(C(=O)N[C@@H](Cc2c[nH]c3ccccc23)C(=O)O)CC1
  A = -5.6; B = -0.1; C = -14.4; D = 13.0; E = -0.8; F = -2.3; G = 2.5; H = 0.0
> Cc1ccccc1S(=O)(=O)N1[C@@H]2Cn3c(cccc3=O)[C@H]1[C@@H](C(=O)N1CCOCC1)[C@@H]2CO
  A = -4.9; B = 0.0; C = -9.3; D = 5.2; E = 0.6; F = -2.3; G = -1.9; H = 0.9
> COc1ccc(N2C(=O)[C@@H]3[C@H](C2=O)[C@H]2C=CC=NN2[C@@H]3C(=O)Nc2ccc(Cl)cc2)cc1
  A = -1.6; B = 0.1; C = -16.6; D = x; E = 0.4; F = -0.2; G = -41.4; H = 13.7
> CCOC(=O)Cc1csc2nc(-c3ccccc3)cn12
  A = 18.0; B = -0.1; C = -15.5; D = 2.3; E = -2.5; F = -4.0; G = x; H = 0.1
> CCCCCNC(=O)C(c1ccc(OC)cc1)n1c(=O)c(-c2cc3ccccc3[nH]2)nc2ccccc21 (stereo not drawn)
  A = 6.0; B = 0.1; C = -17.5; D = -5.3; E = 0.7; F = -3.1; G = x; H = 1.3
> Cc1cc(SCC2=NNC(=O)C2)c(Cl)cc1Cl
  A = -1.4; B = 0.0; C = 6.7; D = 4.7; E = -2.4; F = 9.9; G = 2.8; H = 0.0
> OC[C@@H]1[C@H]2c3ccccc3OC1(CO)N=C1SCc3ccccc3CN12
  A = 1.9; B = x; C = 18.3; D = x; E = 0.0; F = -2.4; G = 5.5; H = x
> COc1ccc(NC(=O)Nc2cccc3c2O[C@H](CN(C)Cc2ccc(C(=O)O)cc2)[C@H](C)CN([C@@H](C)CO)C3=O)cc1
  A = -5.9; B = 0.3; C = -0.3; D = 7.0; E = -2.4; F = -2.5; G = 2.2; H = -0.1
> COc1ccc(C(=O)Nc2c(N)nc(SCC(=O)Nc3ccc(NC(C)=O)cc3)[nH]c2=O)cc1OC
  A = -2.9; B = 0.4; C = -21.7; D = 11.9; E = 0.0; F = -1.6; G = 6.2; H = 1.0
> C/C=C/c1ccc([C@@H]2[C@@H](CO)N(C(C)=O)[C@H]2CN(C)S(C)(=O)=O)cc1
  A = 1.1; B = 0.1; C = x; D = 10.3; E = 0.1; F = x; G = 2.5; H = 0.0
> CC1Sc2ccc(C(=O)Nc3cc(S(C)(=O)=O)ccc3Cl)cc2NC1=O (stereo not drawn)
  A = -1.8; B = 0.4; C = -12.9; D = 9.4; E = 0.8; F = -3.5; G = -1.7; H = u
> Cc1cc(C(=O)N2CCC2(C)C(=O)Nc2cccc3c2CCCC3)nn1C (stereo not drawn)
  A = 5.5; B = 0.0; C = -0.6; D = -5.7; E = 4.6; F = -0.5; G = -3.2; H = -0.8
> C/C(=N\NC(=O)c1nnn(-c2nonc2N)c1C(C)C)c1ccc2ccccc2c1
  A = 1.9; B = 0.0; C = -24.3; D = -3.4; E = 0.5; F = -1.2; G = 9.3; H = 4.3
> COc1ccc(Cl)cc1NC(=O)CN(C)C(=O)C12CC3CC(CC(Cl)(C3)C1)C2
  A = 4.2; B = 0.0; C = -24.8; D = -28.2; E = -1.2; F = 2.1; G = -4.7; H = x
> Fc1ccccc1NC(=S)N1CCN(Cc2ccc3c(c2)OCO3)CC1
  A = -4.3; B = 0.0; C = -5.6; D = -0.6; E = -0.9; F = 3.2; G = x; H = x
> Cc1cccc(/C(N)=N/OC(=O)c2cccc3ccccc23)c1
  A = 2.4; B = 0.3; C = -18.2; D = 15.4; E = 2.2; F = -7.7; G = 4.8; H = x
> O=C(COc1ncnc2ccccc12)NCC1CCCO1 (stereo not drawn)
  A = 3.9; B = 0.1; C = -15.8; D = 5.0; E = -1.1; F = 2.0; G = x; H = x

Five of the compounds above, with two lines to a compound.
Every second line gives: DENV2 CPE rescue | XiGFP reactiv | RAD52 inh | GSIS activator | F508del corr | Casp6 inh | RAD54 inh | E-selectin induc
C/C(=N\NC(=O)c1nnn(-c2nonc2N)c1C(C)C)c1ccc2ccccc2c1
 : 1.9 | 0.0 | -24.3 | -3.4 | 0.5 | -1.2 | 9.3 | 4.3
COc1ccc(Cl)cc1NC(=O)CN(C)C(=O)C12CC3CC(CC(Cl)(C3)C1)C2
 : 4.2 | 0.0 | -24.8 | -28.2 | -1.2 | 2.1 | -4.7 | x
Fc1ccccc1NC(=S)N1CCN(Cc2ccc3c(c2)OCO3)CC1
 : -4.3 | 0.0 | -5.6 | -0.6 | -0.9 | 3.2 | x | x
Cc1cccc(/C(N)=N/OC(=O)c2cccc3ccccc23)c1
 : 2.4 | 0.3 | -18.2 | 15.4 | 2.2 | -7.7 | 4.8 | x
O=C(COc1ncnc2ccccc12)NCC1CCCO1 (stereo not drawn)
 : 3.9 | 0.1 | -15.8 | 5.0 | -1.1 | 2.0 | x | x

Source: PubChem BioAssay
